Screening data from PubChem BioAssay.
NTR1 ag: agonists of NTR1, primary screen, imaging, U2OS cells, beta-arrestin-GFP, high content (AID 493036); NTR1-U2OS beta-arrestin-GFP spot imaging, agonist mode; activation, % at 20 µM; hit rate 0.17% among 330,000;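 active = activation at or above 40% of the spot to cytoplasm intensity ratio, with at least 20 cells analyzed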;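 also: 0% = DMSO without peptide and 100% = 100 nM NTR1 peptide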
Target sequence (P30989 whole entry, looked up): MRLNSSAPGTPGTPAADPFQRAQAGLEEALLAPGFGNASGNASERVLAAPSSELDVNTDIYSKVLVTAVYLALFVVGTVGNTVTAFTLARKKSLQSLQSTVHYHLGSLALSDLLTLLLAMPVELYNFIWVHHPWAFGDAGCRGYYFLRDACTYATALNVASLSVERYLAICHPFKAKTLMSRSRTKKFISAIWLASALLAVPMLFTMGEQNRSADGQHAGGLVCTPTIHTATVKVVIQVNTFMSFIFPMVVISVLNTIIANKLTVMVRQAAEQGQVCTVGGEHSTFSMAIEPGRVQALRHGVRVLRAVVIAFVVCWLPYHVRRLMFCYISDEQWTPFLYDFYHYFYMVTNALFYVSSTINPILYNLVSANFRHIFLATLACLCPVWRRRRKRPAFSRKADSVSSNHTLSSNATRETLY
Lipid droplet: inhibitors of hepatocyte lipid droplet formation, primary screen, imaging, high-throughput imaging, BODIPY stain. AML12 mouse hepatocytes, oleate lipid droplets. inhibition, % at 6.5 µM. hit rate 0.4% among 240,000;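 active = lipid droplet intensity inhibited by at least 50%, with more than 500 cells counted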
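Material – AML12 mouse liver cells · Also added – oleate loading, 100 µM · Compound dosing – 6.5 µM single-point dosing · Times – overnight treatment with compound plus oleate · Measured by – fluorescence imaging, 20x objective, two fields per well · Read-out – percent inhibition of filter-corrected integrated lipid droplet intensity per well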
LYP phosphatase: inhibitors of LYP phosphatase, biochemical, fluorescence intensity, uHTS (AID 1779); one-dose inhibition, % at 11.5 µM; IC50 in µM for titrated hits; hit rate 0.054% among 290,000; recombinant LYP phosphatase, fluorescence intensity; higher % means a stronger effect; Tyrosine-protein phosphatase non-receptor type 22 (Homo sapiens); in the data active = inhibition above about 50%;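 also: plate controls were vehicle with enzyme for no effect and no enzyme for full effect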
Rac1 GTP hydrolysis: MgcRacGAP GTPase-activating activity inhibitors, confirmation, biochemical, ADP Hunter fluorescence | hit rate 0.6% among 340,000 | AID 624330, 2012 | MgcRacGAP-stimulated Rac1 GTP hydrolysis, ADP Hunter fluorescence; higher % means a stronger effect; GST-tagged Rac1 F28L mutant substrate | Rac GTPase-activating protein 1 (Homo sapiens) | inhibition, % at 30 µM; hits with a dose series show IC50 in µM;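 active = first-screen hits whose inhibition reached a set limit at any dose in the follow-up dose series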;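 also: fluorescence reports GDP produced by GAP-driven GTP hydrolysis; strong numbers were not always called active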
GPR55 activation: GPR55 agonists via beta-arrestin recruitment, primary screen, imaging, U2OS cells, beta-arrestin-GFP redistribution (AID 1961) | G-protein coupled receptor 55 (Homo sapiens) | U2OS GPR55 beta-arrestin-GFP redistribution imaging; higher % means a stronger effect | activation, % at 10 µM, or EC50 in µM where a hit was titrated | hit rate 0.048% among 290,000;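 active = activation above 40% with more than 50 cells counted in the well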;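 also: U2OS osteosarcoma cells stably expressing GPR55 and beta-arrestin-GFP; plate controls were DMSO negative control for no effect and LPI positive control for full effect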
Large T inhibition: SV40 large T antigen inhibitors, biochemical (AID 1903); SV40 large T antigen ATPase/helicase inhibition assay; higher % means a stronger effect; inhibition, % at 20 µM; hits with a dose series show IC50 in µM; hit rate 0.39% among 310,000; in the data active = a potency from the dose series; also: strong numbers were not always called active
GPR35 arrestin U2OS: GPR35 antagonists blocking zaprinast-driven arrestin recruitment, primary screen, imaging, U2OS, beta-arrestin-GFP, zaprinast agonist (AID 2058). G-protein coupled receptor 35 (Homo sapiens). U2OS GPR35 beta-arrestin-GFP translocation imaging, zaprinast antagonism; higher % means a stronger effect. inhibition, % at 10 µM; hits with a dose series show IC50 in µM. hit rate 0.052% among 290,000;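 active = inhibition of at least 50% with at least 30 cells and total cytoplasm GFP at most 10,000,000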
GPR55 LPI antagonism: GPR55 antagonists blocking LPI-driven arrestin recruitment, primary screen, imaging, U2OS, beta-arrestin-GFP, LPI agonist (AID 2013); G-protein coupled receptor 55 (Homo sapiens); U2OS GPR55 beta-arrestin-GFP translocation imaging, LPI antagonism; higher % means a stronger effect; inhibition, % at 10 µM; hits with a dose series show IC50 in µM; hit rate 0.13% among 290,000;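 active = spots per cell inhibited over 60%, with over 100 cells counted and total cytoplasm intensity under 500,000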;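 also: U2OS cells stably carrying GPR55 and arrestin-GFP stimulated by 5 µM LPI near EC80; imaged beta-arrestin-GFP aggregate spots per cell after agonist stimulation; plate controls were LPI-stimulated DMSO wells for no effect and DMSO wells without LPI for full effect; some results filed as inactive read as strong as hits; confirmed hits need IC50 under 10 µM and bright autofluorescent wells are also inconclusive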
T cell HTS: modulators of CD8 T cell-vesicle binding, primary screen, mouse 2C CD8+ T cells, flow cytometry. 2C CD8+ T cell-vesicle binding; hits give low values. calls only at 7 µM. hit rate 0.068% among 330,000. AID 2052, 2009;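 active = response, share of CD8 T cells binding vesicles, and their 90th percentile fluorescence all below set limits, cut at about 80% in these data, passing the limit was not always enough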
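Benchmarks: naked versus QL9-loaded vesicles / Assay system: purified 2C TCR transgenic mouse naive CD8+ T cells / Technique: high-throughput flow cytometry with anti-B7-1 and anti-CD8 staining / Timing: Cell–vesicle co-incubation 1.5 h at 37 °C, staining 20 min on ice / Read-out: percent CD8+ FL2 mean versus row control / Probe or stimulus: QL9-loaded Drosophila micro-vesicles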
Lipid droplet cells 6.5 µM: also measured in Lipid droplet; calls as there; cell count; measured here: cell count, cytotoxicity flag;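 cells counted across two imaged fields per well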
T cell HTS vesicle-bound %: second read-out of T cell HTS, no call of its own (marks repeat the call); double positive events, %; measured here: CD8+ vesicle-bound cell fraction;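 binding gate set so that unloaded-vesicle control wells show 10% double positive cells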
NTR1 ag cell count 20 µM: further read-out of NTR1 ag, marked with its call; cell count; measured here: cell count, cytotoxicity flag
The depositor's hits bear a star.

CCOc1ccc(OCC)c(S(=O)(=O)n2cc(C)nc2CC)c1 was read as NTR1 ag -1.1, Lipid droplet 5, LYP phosphatase -3%, Rac1 GTP hydrolysis 9%, GPR55 activation 0.0%, Large T inhibition -1%, GPR35 arrestin U2OS 13%, GPR55 LPI antagonism -2%, T cell HTS inactive, Lipid droplet cells 6.5 µM 679, T cell HTS vesicle-bound % 39 and NTR1 ag cell count 20 µM 28.
C=CCn1c(SC2CCOC2=O)nc2scc(C3CC3)c2c1=O (stereo not given) was read as NTR1 ag 3.8, Lipid droplet 2, LYP phosphatase -3%, Rac1 GTP hydrolysis 8%, GPR55 activation -0.1%, Large T inhibition 8%, GPR35 arrestin U2OS 5%, GPR55 LPI antagonism 11%, T cell HTS inactive, Lipid droplet cells 6.5 µM 757, T cell HTS vesicle-bound % 12 and NTR1 ag cell count 20 µM 77.
Screening N#CCc1ccc(NC(=O)c2ccccc2C(=O)Nc2ccc(CC#N)cc2)cc1 returned NTR1 ag -1.3, Lipid droplet -3, LYP phosphatase -10%, Rac1 GTP hydrolysis 11%, GPR55 activation -0.2%, Large T inhibition 27%, GPR35 arrestin U2OS 3%, GPR55 LPI antagonism 8%, T cell HTS inactive, Lipid droplet cells 6.5 µM 832, T cell HTS vesicle-bound % 20 and NTR1 ag cell count 20 µM 73.
`COc1cc(C2C(C(N)=O)=C(C)Nc3nc(CCCO)nn32)cc(OC)c1OC` (stereo not given) gave NTR1 ag 1.0, LYP phosphatase -10%, Rac1 GTP hydrolysis 8%, GPR55 activation 0.3%, Large T inhibition 5%, GPR35 arrestin U2OS -3%, GPR55 LPI antagonism -10%, T cell HTS inactive, T cell HTS vesicle-bound % 41 and NTR1 ag cell count 20 µM 55.
For C=CCn1c(SCc2ccc([N+](=O)[O-])cc2)nnc1C(C)NC(=O)c1ccccc1 (stereo not given) the results were NTR1 ag -0.2, LYP phosphatase -9%, Rac1 GTP hydrolysis 7%, GPR55 activation 0.0%, Large T inhibition 13%, GPR35 arrestin U2OS 5%, GPR55 LPI antagonism -2%, T cell HTS inactive, T cell HTS vesicle-bound % 9 and NTR1 ag cell count 20 µM 74.
COc1cccc(C(=O)NC2CC(C)(C)Cc3c2cnn3-c2cccc(F)c2)c1OC (stereo not given) was read as NTR1 ag 1.3, Lipid droplet -1, LYP phosphatase -7%, Rac1 GTP hydrolysis 10%, GPR55 activation 8.5%, Large T inhibition 7%, GPR35 arrestin U2OS -11%, GPR55 LPI antagonism 6%, T cell HTS inactive, Lipid droplet cells 6.5 µM 782, T cell HTS vesicle-bound % 21 and NTR1 ag cell count 20 µM 48.
Screening CC(=O)Nc1cccc(NS(=O)(=O)c2cn(C)c(=O)n(C)c2=O)c1 returned NTR1 ag 1.3, Lipid droplet 0, LYP phosphatase -3%, Rac1 GTP hydrolysis 9%, GPR55 activation 0.0%, Large T inhibition 13%, GPR35 arrestin U2OS 7%, GPR55 LPI antagonism 17%, T cell HTS inactive, Lipid droplet cells 6.5 µM 809, T cell HTS vesicle-bound % 24 and NTR1 ag cell count 20 µM 87.
`CCOC(=O)C1CCN(C(=O)c2ccccc2N(C)S(=O)(=O)c2ccccc2)CC1` gave NTR1 ag -0.5, Lipid droplet 4, LYP phosphatase 2%, Rac1 GTP hydrolysis 1%, GPR55 activation 0.7%, Large T inhibition -7%, GPR35 arrestin U2OS 0%, GPR55 LPI antagonism 1%, T cell HTS inactive, Lipid droplet cells 6.5 µM 740, T cell HTS vesicle-bound % 42 and NTR1 ag cell count 20 µM 47.
CC(=O)Nc1ccc(CC(=O)NCCC(c2ccccc2)c2ccccc2)cc1 was read as NTR1 ag -1.1, Lipid droplet -30, LYP phosphatase -9%, Rac1 GTP hydrolysis 4%, GPR55 activation 0.0%, Large T inhibition 13%, GPR35 arrestin U2OS 10%, GPR55 LPI antagonism 3%, T cell HTS inactive, Lipid droplet cells 6.5 µM 747, T cell HTS vesicle-bound % 50 and NTR1 ag cell count 20 µM 33.
CCCCN(C(=O)c1ccc(NC(=O)C(C)C)cc1)c1ccccc1 was read as NTR1 ag -0.7, Lipid droplet 0, LYP phosphatase -5%, Rac1 GTP hydrolysis 4%, GPR55 activation -0.1%, Large T inhibition 4%, GPR35 arrestin U2OS 4%, GPR55 LPI antagonism 16%, T cell HTS inactive, Lipid droplet cells 6.5 µM 724, T cell HTS vesicle-bound % 53 and NTR1 ag cell count 20 µM 73.
For Cc1cc(=O)[nH]c(N=N/C(=N/Nc2ccccc2C)c2ccccc2)n1 the results were NTR1 ag 0.1, Lipid droplet -15, LYP phosphatase -1%, Rac1 GTP hydrolysis 7%, GPR55 activation -0.1%, Large T inhibition 13%, GPR35 arrestin U2OS -6%, GPR55 LPI antagonism 5%, T cell HTS inactive, Lipid droplet cells 6.5 µM 637, T cell HTS vesicle-bound % 19 and NTR1 ag cell count 20 µM 35.
`COc1ccc(-n2ncc3c(=O)n(CC(=O)N(C(C)C)C(C)C)cnc32)cc1` gave NTR1 ag 0.2, LYP phosphatase -9%, Rac1 GTP hydrolysis 9%, GPR55 activation -0.1%, Large T inhibition 12%, GPR35 arrestin U2OS 2%, GPR55 LPI antagonism 6%, T cell HTS inactive, T cell HTS vesicle-bound % 40 and NTR1 ag cell count 20 µM 60.
`O=C1N=C(N2CCOCC2)S/C1=C\c1cccnc1` gave NTR1 ag -1.4, Lipid droplet 15, LYP phosphatase 0%, Rac1 GTP hydrolysis 5%, GPR55 activation -0.1%, Large T inhibition 6%, GPR35 arrestin U2OS 13%, GPR55 LPI antagonism 7%, T cell HTS inactive, Lipid droplet cells 6.5 µM 682, T cell HTS vesicle-bound % 7 and NTR1 ag cell count 20 µM 56.
For O=C(N1CCOCC1)N1c2ccccc2CC(N2CCOCC2)c2ccccc21 (stereo not given) the results were NTR1 ag -1.1, Lipid droplet 1, LYP phosphatase -8%, Rac1 GTP hydrolysis -1%, GPR55 activation 0.3%, Large T inhibition -1%, GPR35 arrestin U2OS 5%, GPR55 LPI antagonism 36%, T cell HTS inactive, Lipid droplet cells 6.5 µM 766, T cell HTS vesicle-bound % 13 and NTR1 ag cell count 20 µM 45.
O=C1C=C(NC2CCCCC2)CCC1 was read as NTR1 ag 1.7, Rac1 GTP hydrolysis 3%, Large T inhibition 16%, T cell HTS inactive, T cell HTS vesicle-bound % 33 and NTR1 ag cell count 20 µM 64.
Cc1cc(OCC(=O)NCCCn2ccnc2)c2c(C)c(C)c(=O)oc2c1 was read as NTR1 ag -0.2, Lipid droplet -1, LYP phosphatase -14%, Rac1 GTP hydrolysis 8%, GPR55 activation 0.6%, Large T inhibition 4%, GPR35 arrestin U2OS 6%, GPR55 LPI antagonism 9%, T cell HTS inactive, Lipid droplet cells 6.5 µM 788, T cell HTS vesicle-bound % 27 and NTR1 ag cell count 20 µM 67.
`Cc1ccccc1CC(=O)Nc1ccc2c(c1)CCC2` gave NTR1 ag 1.1, Lipid droplet -19, LYP phosphatase -12%, Rac1 GTP hydrolysis 7%, GPR55 activation -0.4%, Large T inhibition 8%, GPR35 arrestin U2OS -11%, GPR55 LPI antagonism -5%, T cell HTS inactive, Lipid droplet cells 6.5 µM 775, T cell HTS vesicle-bound % 56 and NTR1 ag cell count 20 µM 58.
For Cc1ccc(S(=O)(=O)NC(=S)c2ccccc2)cc1 the results were NTR1 ag -0.3, Rac1 GTP hydrolysis 11%, Large T inhibition 14%, T cell HTS inactive, T cell HTS vesicle-bound % 41 and NTR1 ag cell count 20 µM 66.
COc1ccc(NC(=O)CNC(=O)Cn2cnc3sc(C)c(C)c3c2=O)cc1OC was read as NTR1 ag 0.2, Lipid droplet -20, LYP phosphatase -7%, Rac1 GTP hydrolysis 13%, GPR55 activation 0.3%, Large T inhibition 4%, GPR35 arrestin U2OS -7%, GPR55 LPI antagonism 7%, T cell HTS inactive, Lipid droplet cells 6.5 µM 667, T cell HTS vesicle-bound % 25 and NTR1 ag cell count 20 µM 51.
Screening O=C1NCCCCC1NS(=O)(=O)c1ccc(F)c(F)c1 (stereo not given) returned NTR1 ag -0.8, LYP phosphatase -7%, Rac1 GTP hydrolysis 7%, GPR55 activation 0.0%, Large T inhibition 22%, GPR35 arrestin U2OS 13%, GPR55 LPI antagonism 5%, T cell HTS inactive, T cell HTS vesicle-bound % 23 and NTR1 ag cell count 20 µM 43.
CCC(=O)NC(=S)Nc1ccc(S(=O)(=O)NC(C)=O)cc1 was read as NTR1 ag 0.8, LYP phosphatase -6%, Rac1 GTP hydrolysis 8%, GPR55 activation -0.1%, Large T inhibition 2%, GPR35 arrestin U2OS -11%, T cell HTS inactive, T cell HTS vesicle-bound % 30 and NTR1 ag cell count 20 µM 58.
`Cc1cccc(NC(=O)CN2C(=S)NC(C)(C)CC2C)c1` (stereo not given) gave NTR1 ag 1.4, Lipid droplet -10, LYP phosphatase -8%, Rac1 GTP hydrolysis 4%, GPR55 activation 0.2%, Large T inhibition 8%, GPR35 arrestin U2OS -3%, GPR55 LPI antagonism 0%, T cell HTS inactive, Lipid droplet cells 6.5 µM 561, T cell HTS vesicle-bound % 64 and NTR1 ag cell count 20 µM 69.
